Screening data: PubChem, National Center for Advancing Translational Sciences (NCATS)
D1 antag: Antagonist of Human D 1 Dopamine Receptor: qHTS; D(1A) dopamine receptor (Homo sapiens), P21728; HEK293 TREx D1 cells, calcium flux, dopamine EC80; stronger effect = lower value; activity change, negative = inhibition, % at 10 µM; hit rate 3.2% among 360,000; AID 504652, 2011; in the data active = activity change below about -30%; note: % is set by controls: 0 for no effect and ±100 for the full control effect
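Allosteric or orthosteric antagonism assessed as attenuation of the calcium response to EC80 dopamine, added 180 s after compound, in induced HEK293 Trex D1 cells loaded with no-wash calcium dye.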
Vif-A3F inh: qHTS for Inhibitors of Vif-A3F Interactions: qHTS; HeLa A3F-eYFP + Vif (tagged APOBEC3F with the HIV-1 protein that degrades it), YFP fluorescence increase; Potency, µM (titrated, usually from 46.1 µM), inactives show at the top dose activity, negative = active; hit rate 0.2% among 390,000; AID 602313, 2012; note: potency is the fitted concentration of half-maximal effect; % of control where 0% means no effect; nearly all actives have a fitted effect of over 65% in size
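HeLa cells stably expressing Vif plus C-terminally eYFP-tagged A3F were seeded, incubated overnight at 37 deg C, dosed with compound, incubated overnight again at 37 deg C. Yellow fluorescence (Ex 488/Em 500-530) reported blocked Vif-mediated A3F-eYFP degradation.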
Glioma ERSR ind: qHTS for Inducers of the Endoplasmic Reticulum Stress Response (ERSR) in Human Glioma: qHTS. U87-MG GRP78 promoter luciferase reporter, 16 h. Potency, µM, inactives show at the top dose activation, usual class: activators. hit rate 0.02% among 420,000. AID 602332, 2012; note: potency is the fitted concentration of half-maximal effect; series mostly up to about 76 µM; % of control where 0% means no effect; nearly all actives have a fitted effect of over 35% in size
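Stably transfected U87-MG glioma cells carrying a GRP78-based luciferase sensor; 16 h compound incubation. Luminescence end-point read 10 min after Bright-Glo addition at room temperature.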
D1 PAM: Potentiators of Human D1 Dopamine Receptor: qHTS; D(1A) dopamine receptor (Homo sapiens), P21728; HEK293 TREx D1 cells, calcium flux, dopamine EC20 potentiation; potentiation, % at 10 µM; hit rate 0.036% among 360,000; AID 504651, 2011; in the data active = potentiation above about 30%; note: 0% is about no effect
Vif-APOBEC3G blk: qHTS for Inhibitors of Vif-A3G Interactions: qHTS; DNA dC->dU-editing enzyme APOBEC-3G (Homo sapiens), Q9HC16; HeLa A3G-eYFP + Vif (tagged APOBEC3G with the HIV-1 protein that degrades it), YFP fluorescence, overnight; Potency, µM (top dose mostly 46.1 µM), inactives show at the highest dose activity, negative = active, actives largely listed as inhibitors; hit rate 0.076% among 410,000; AID 602310, 2012;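 note: potency is the fitted concentration of half-maximal effect; % is set by controls: 0 for no effect and ±100 for the full control effect; nearly all actives have a fitted effect of over 60% in size; hits raise eYFP signal because A3G escapes Vif-driven loss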
Target sequence (Q9HC16 whole entry, looked up): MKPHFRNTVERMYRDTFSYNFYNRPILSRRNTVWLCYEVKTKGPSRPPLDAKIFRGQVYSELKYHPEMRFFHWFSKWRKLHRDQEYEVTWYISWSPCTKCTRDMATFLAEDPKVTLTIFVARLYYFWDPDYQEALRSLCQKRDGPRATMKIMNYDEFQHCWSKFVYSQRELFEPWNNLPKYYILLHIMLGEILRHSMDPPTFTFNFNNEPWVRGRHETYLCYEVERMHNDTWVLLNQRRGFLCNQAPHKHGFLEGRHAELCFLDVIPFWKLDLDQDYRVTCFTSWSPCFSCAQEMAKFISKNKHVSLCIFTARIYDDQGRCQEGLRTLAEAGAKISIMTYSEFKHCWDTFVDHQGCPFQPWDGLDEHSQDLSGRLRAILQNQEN
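Read-out is eYFP fluorescence (Ex 488/Em 500-530) from Vif-expressing HeLa A3G-eYFP cells; more signal means A3G escaped Vif-mediated degradation. Cells plated overnight, compound pinned in, incubated overnight at 37 deg C.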
D1 agonist: Allosteric Agonists of the Human D1 Dopamine Receptor: qHTS | hit rate 1% among 360,000 | HEK293 T-REx D1 cells, calcium flux, agonist mode | AID 504660, 2011 | activation, % at 2 µM; in the data active = activation above about 30%; note: 0% is about no effect
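Agonism was scored from calcium flux recorded over 180 s (1 read/s) after pintool compound addition, following a 10-cycle baseline. Cells were inducible force-coupled HEK293 TREx D1, plated overnight at 30 C and loaded with no-wash calcium dye.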
RXFP1 ag: qHTS Assay for Agonists of the Relaxin Receptor RXFP1. hit rate 0.3% among 370,000. Potency, µM (series often up to 57.5 µM), for inactives: top-dose activation, most hits filed as activators. Relaxin receptor 1 (Homo sapiens), Q9HBX9. HEK293T-RXFP1 cAMP TR-FRET, 30 min; response scale: percent of porcine relaxin response, buffer zero; note: potency is the fitted concentration of half-maximal effect; % is set by controls: 0 for no effect and ±100 for the full control effect; nearly all actives have a fitted effect of over 60% in size; many of its hits are not listed in these tables
Target sequence (Q9HBX9 whole entry, looked up): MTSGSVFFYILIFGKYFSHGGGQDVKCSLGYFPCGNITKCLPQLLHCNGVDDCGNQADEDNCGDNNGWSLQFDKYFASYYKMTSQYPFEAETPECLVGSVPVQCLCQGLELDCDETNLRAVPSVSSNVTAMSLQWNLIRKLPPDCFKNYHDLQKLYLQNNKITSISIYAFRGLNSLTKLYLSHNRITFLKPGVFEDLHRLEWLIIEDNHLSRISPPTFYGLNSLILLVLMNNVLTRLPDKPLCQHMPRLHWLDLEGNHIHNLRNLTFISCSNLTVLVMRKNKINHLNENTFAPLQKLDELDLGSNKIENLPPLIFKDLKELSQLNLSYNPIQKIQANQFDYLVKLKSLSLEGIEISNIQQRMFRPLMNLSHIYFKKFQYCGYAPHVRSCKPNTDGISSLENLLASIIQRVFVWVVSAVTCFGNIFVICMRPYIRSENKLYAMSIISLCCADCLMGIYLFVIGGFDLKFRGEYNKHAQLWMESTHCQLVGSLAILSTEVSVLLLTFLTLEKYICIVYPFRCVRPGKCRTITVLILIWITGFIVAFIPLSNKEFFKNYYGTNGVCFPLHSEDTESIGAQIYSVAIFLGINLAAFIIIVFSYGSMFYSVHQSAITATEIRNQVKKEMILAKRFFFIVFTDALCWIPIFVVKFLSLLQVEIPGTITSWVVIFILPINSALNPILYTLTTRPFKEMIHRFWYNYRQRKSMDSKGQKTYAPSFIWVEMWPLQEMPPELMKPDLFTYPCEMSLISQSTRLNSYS
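HEK293T cells stably expressing RXFP1 were pretreated with the PDE4 inhibitor Ro 20174, exposed to compounds for 30 min at 37C, lysed, and cAMP was read by TR-FRET. Data normalized to buffer (basal) and 29 nM porcine relaxin (100%).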
RXFP1 antag: qHTS Assay for Antagonists of the Relaxin Receptor RXFP1. Relaxin receptor 1 (Homo sapiens), Q9HBX9. HEK293-RXFP1, relaxin-stimulated cAMP HTRF, 30 min; stronger effect = lower value. activity change, negative = inhibition, % at 57.5 µM. hit rate 0.59% among 350,000;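 active = activity change of -60% or lower, but not beyond a set lower limit; inconclusive = change between -60% and -40%, or beyond the set limit; inactive = change above -40%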; note: % is set by controls: 0 for no effect and ±100 for the full control effect
D2 potentiator: HTS Assay for Positive Allosteric Modulators of the Human D2 Dopamine Receptor: Primary Screen for Potentiators; AID 485347, 2010; hit rate 0.34% among 340,000; potentiation, % at 10 µM; HEK293 T-REx D2, calcium flux, EC20 dopamine potentiation; D(2) dopamine receptor (Homo sapiens), P14416;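 active = potentiation over 3 SD above the plate norm, cut at about 30% in these data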; note: 0% is about no effect
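Primary screen. Calcium kinetics in induced HEK293 T-REx D2 cells: compound pre-addition 180 s, EC20 dopamine, 180 s more.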
Active calls of the source: *; ? = inconclusive; / = not tested or not shown. Unless noted, calls come from the whole dose curve; as a rule, active = well fitted curve in the direction sought with a large enough effect; inconclusive = small, poorly fitted or top-dose-only effect, or another doubt; inactive = no such curve, though single readings can be large; an effect the other way counts as inactive or inconclusive.

mol | D1 antag | Vif-A3F inh | Glioma ERSR ind | D1 PAM | Vif-APOBEC3G blk | D1 agonist | RXFP1 ag | RXFP1 antag | D2 potentiator
O=C(NCC1CCCO1)c1onc(CSc2cccc3ccccc23)c1C(=O)O (centres undefined) | 5 | 7% | -1% | -1 | -13% | 0 | 0.4% | / | 8
CCOCCCNS(=O)(=O)c1ccc(NC(=O)c2ccccc2)cc1 | -10 | -6% | -3% | -2 | -6% | 7 | 6.0% | 3 | -2
CC(C)(C)NC(=O)C(c1ccccn1)N(C(=O)c1ccc2c(c1)OCCO2)C1CCCC1 (centres undefined) | -39* | -1% | -1% | -1 | 0% | 0 | 1.4% | -15 | 0
CN(C)S(=O)(=O)c1ccc(NC(=S)NC(=O)c2cccs2)cc1 | 4 | -13% | -1% | 0 | 0% | 5 | -0.9% | 4 | -6
FC(F)(F)c1ccnc(Sc2n[nH]c(C(F)(F)F)n2)c1 | -3 | -13% | -3% | 0 | -5% | 7 | -2.6% | 5 | -5
O=C1CCC(C(=O)N2CCSCC2)CN1Cc1cccc(C(F)(F)F)c1 (centres undefined) | -11 | -12% | -1% | -4 | 3% | 2 | -1.0% | -9 | -26
CCn1c(CNC(=O)Cc2ccc(OC)cc2)nnc1SCC(=O)c1ccccc1 | 16 | -3% | 3% | -4 | 8% | 0 | 3.4% | -4 | -8
CCOc1ccc(/C(C)=N/N2C(=O)C(CC(=O)Nc3ccc(OC)cc3[N+](=O)[O-])SC2=Nc2cccc(C)c2C)cc1 (centres undefined) | -3 | 1% | 0% | -6 | 3% | 4 | 2.2% | 6 | /
COc1cccc(OCC(O)CN2CCC(CN3C(=O)c4cccc5cccc(c45)C3=O)CC2)c1 (centres undefined) | 2 | 2% | -8% | -9 | 7% | 10 | 1.6% | 9 | -4
CN(C(=O)CN1C(=O)S/C(=C\c2ccccc2Cl)C1=O)C1CCS(=O)(=O)C1 (centres undefined) | 0 | -3% | -5% | 2 | 3% | 0 | -0.3% | 13 | 21

Complete entries, looked up by structure. Screens in order: D1 antag	Vif-A3F inh	Glioma ERSR ind	D1 PAM	Vif-APOBEC3G blk	D1 agonist	RXFP1 ag	RXFP1 antag	D2 potentiator
O=C1CCC(C(=O)N2CCSCC2)CN1Cc1cccc(C(F)(F)F)c1 (centres undefined) is entered as -11	-12%	-1%	-4	3%	2	-1.0%	-9	-26
FC(F)(F)c1ccnc(Sc2n[nH]c(C(F)(F)F)n2)c1 is entered as -3	-13%	-3%	0	-5%	7	-2.6%	5	-5

Next results.
mol | D1 antag | Vif-A3F inh | Glioma ERSR ind | D1 PAM | Vif-APOBEC3G blk | D1 agonist | RXFP1 ag | RXFP1 antag | D2 potentiator
CCC(C)c1ccc(NC(=O)c2cccs2)cc1 (centres undefined) | -6 | -2% | 0% | -5 | 1% | -1 | 0.0% | -15 | 5
CCCN1CCC(=O)N([C@H](CSc2ccc(Br)cc2)c2ccccc2)CC1 | 26 | 1% | 3% | -4 | 5% | 4 | -1.4% | / | 0
COc1ccc(/C(N)=N/OC(=O)c2cccc([N+](=O)[O-])c2C)cc1 | 4 | 1% | 0% | 3 | 2% | 1 | 0.0% | -3 | -10
O=C(CC(=O)NCc1cccnc1)NCc1cccnc1 | -3 | -4% | -4% | -1 | 0% | 1 | 2.2% | -2 | -1
COc1ccc(N(CC(=O)NN=C2CCCCCCC2)S(=O)(=O)c2ccccc2)cc1 | -9 | 1% | -3% | 2 | -4% | 1 | 0.3% | 2 | 10
COC(=O)C(NC(=O)c1ccc(C)cc1)(Nc1cccc(C)n1)C(F)(F)F (centres undefined) | -11 | -7% | -2% | -3 | -2% | -1 | 4.3% | -2 | -17
COc1ccccc1CNS(=O)(=O)c1cccc(S(=O)(=O)N2CCOCC2)c1 | -1 | 0% | 1% | -2 | -6% | 1 | 0.6% | -11 | 6
Cc1cccc(Nc2c([N+](=O)[O-])ccc3nonc23)c1C | 33 | 1% | -3% | 0 | -5% | -1 | 2.5% | 4 | 1
CCc1ccccc1NC(=S)N(CCOC)C(C)c1ccco1 (centres undefined) | 11 | -5% | -3% | -3 | 0% | 11 | -2.7% | 2 | 0
Cc1cccc(-n2ncc3c(NCc4ccccn4)ncnc32)c1 | -9 | 5% | 2% | 4 | -5% | 2 | 0.6% | 5 | 14
Cn1c(=O)cc(SCC(=O)N2CCN(C(=O)c3ccco3)CC2)c2ccccc21 | 1 | 1% | -3% | -2 | 0% | 1 | 5.8% | 10 | 10
Cc1ccc2c(c1)CO[C@@]21O[C@H](CCO)C[C@H](O)[C@H]1O | / | -7% | -4% | / | 0% | / | / | -2 | /
Cc1ccc(NC(=O)C(=S)NCc2ccco2)cc1 | 5 | -1% | 1% | -8 | -5% | 5 | 0.4% | -28 | 18
Cc1cc(OCC(=O)OCC(=O)c2ccc[nH]2)ccc1Cl | -34* | 0% | -1% | -3 | -2% | 10 | -1.1% | -1 | -4
Cn1c(SCC(=O)Nc2ccccc2Cl)nnc1C1CC1 | -9 | ? | -1% | -4 | 1% | 2 | 5.2% | -2 | -7
COCCNC(=O)CCCCCn1c(=S)[nH]c2ccccc2c1=O | 15 | -11% | -2% | -1 | 1% | 2 | 3.4% | -16 | -1
O=C(O)C1C(c2ccccc2)=C1c1ccc(Br)cc1 (centres undefined) | / | -2% | 0% | / | -3% | / | / | -17 | /
NC1=NC(c2cn(-c3ccccc3)nc2-c2cccs2)n2c(nc3ccccc32)N1 (centres undefined) | 29 | 1% | -1% | 1 | 3% | 1 | 0.8% | -16 | -5
CCN(c1ccccc1)S(=O)(=O)c1ccc(C(=O)NCC2(N(C)C)CCCCC2)cc1 | -2 | 4% | -1% | -7 | 0% | 10 | -3.8% | 1 | -12
O=C(N/N=C/c1ccc(O)cc1)c1cc(C2CC2)[nH]n1 | 6 | 1% | 3% | -2 | 0% | 1 | -0.3% | 7 | -7

Three compounds from above, ordered by the number in Vif-APOBEC3G blk, descending.
canonical_smiles	D1 antag	Glioma ERSR ind	D1 PAM	Vif-APOBEC3G blk	D1 agonist	RXFP1 antag	D2 potentiator
Cn1c(SCC(=O)Nc2ccccc2Cl)nnc1C1CC1	-9	-1%	-4	1%	2	-2	-7
Cc1cc(OCC(=O)OCC(=O)c2ccc[nH]2)ccc1Cl	-34*	-1%	-3	-2%	10	-1	-4
O=C(O)C1C(c2ccccc2)=C1c1ccc(Br)cc1 (centres undefined)	/	0%	/	-3%	/	-17	/

Going on with the list:
The line under a structure holds: D1 antag	Vif-A3F inh	Glioma ERSR ind	D1 PAM	Vif-APOBEC3G blk	D1 agonist	RXFP1 ag	RXFP1 antag	D2 potentiator
COc1ccc(CN2CC(C(=O)NCCC(C)C)CC2=O)cc1 (centres undefined)
 : -13	6%	-3%	-1	2%	4	1.8%	-14	0
CCC(Sc1nc(-c2ccccc2)c(C#N)c(=O)[nH]1)C(=O)Nc1cc(C)on1 (centres undefined)
 : 14	-3%	-2%	-6	0%	3	?	21	-3
O=C(CN(C(=O)CNC(=O)c1cccs1)c1cccc(F)c1)NC1CCCCC1
 : 26	8%	-5%	-6	0%	0	-1.1%	-4	/
CC(=O)c1nnn(-c2ccc([N+](=O)[O-])cc2C)c1C
 : -5	-1%	-3%	-12	0%	-1	3.1%	6	-1
Oc1c(Br)cc(Br)cc1C=NCc1ccc(F)cc1
 : -1	-12%	-5%	1	2%	11	10%	?	-5
COc1cccc(C(=O)N2CCN(C(=O)C3CCCO3)CC2)c1 (centres undefined)
 : 9	1%	-4%	-4	0%	2	0.1%	-11	6
O=C(CSc1nc2ccccc2c(=O)n1-c1ccc(OC(F)F)cc1)NC1CC1
 : 5	-2%	-2%	-1	-1%	0	-1.1%	-8	3
O=C(Cc1ccc(F)cc1)OCC(=O)c1cc2ccccc2o1
 : 12	-2%	-2%	-8	-1%	0	-0.4%	8	-7
COc1cc(C(=O)NCC(c2ccco2)S(=O)(=O)c2cccs2)cc(OC)c1OC (centres undefined)
 : /	-2%	0%	1	-7%	3	0.1%	-8	-6
O=[N+]([O-])c1ccc(-c2cnc(SC(c3ccccc3)c3ccccc3)[nH]2)cc1
 : -28	9%	-5%	-4	-6%	2	0.4%	?	-11
CCN1CCN(c2ccc(NC(=O)c3ccc([N+](=O)[O-])o3)cc2Cl)CC1
 : -5	-4%	-14%	-6	-10%	2	3.5%	28	-5
O=C(CN1C(=O)NC2NC(=O)NC21)N/N=C/c1ccccc1O (centres undefined)
 : 1	-7%	-4%	-3	0%	3	0.9%	-7	0
O=C(NC(=S)Nc1nc(-c2ccc(Br)cc2)cs1)c1cccnc1
 : 1	-7%	-2%	-4	-1%	3	0.3%	4	-6
CCOC(=O)Cn1c(=O)c2c(nc(Br)n2CC(=O)OCC)n(C)c1=O
 : -10	0%	-8%	3	-1%	2	0.2%	-2	-7
COc1ccccc1CNc1nc2ccccc2c2nc(-c3cccnc3)nn12
 : 7	-4%	1%	-1	5%	0	1.2%	/	-5
Cc1cccc(N(C)S(=O)(=O)c2ccc3[nH]cc(C(=O)N4CCOCC4)c(=O)c3c2)c1
 : /	7%	-3%	/	0%	/	0.9%	-3	/
COC1OC(CO)C(O)C(O)C1O (centres undefined)
 : 7	8%	1%	3	2%	1	-0.1%	/	-3

Molecules from the list above that have a COOH group (2):
The line under a structure holds: D1 antag	Vif-A3F inh	Glioma ERSR ind	D1 PAM	Vif-APOBEC3G blk	D1 agonist	RXFP1 ag	RXFP1 antag	D2 potentiator
O=C(NCC1CCCO1)c1onc(CSc2cccc3ccccc23)c1C(=O)O (centres undefined)
 : 5	7%	-1%	-1	-13%	0	0.4%	/	8
O=C(O)C1C(c2ccccc2)=C1c1ccc(Br)cc1 (centres undefined)
 : /	-2%	0%	/	-3%	/	/	-17	/

Only part of the results is shown; the hit share may differ from the screen's.
